Hep lipid drop: inhibitors of hepatocyte lipid droplet formation, primary screen, imaging, high-throughput imaging, BODIPY stain; AML12 mouse hepatocytes, oleate lipid droplets; inhibition, % at 6.5 µM; 0.4% of 240,000 active;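 active means lipid droplet intensity inhibited by at least 50%, with more than 500 cells counted; inconclusive means wells with under 300 cells, treated as cytotoxic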
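Material – mouse AML12 hepatocyte cell line, fixed after treatment · Compound dosing – one dose, 6.5 µM compound · Times – compound with oleate, overnight · Measured by – Image-based BODIPY and DAPI two-channel analysis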
Siah-1 displacement: Siah-1 peptide-binding antagonists, primary screen, biochemical, fluorescence polarization, rhodamine-plectin, uHTS (AID 1817). Siah-1 / rhodamine-plectin peptide fluorescence polarization; higher % means a stronger effect. E3 ubiquitin-protein ligase SIAH1 (Homo sapiens). 0.02% of 290,000 active. displacement, % at 20 µM; hits with a dose series show IC50 in µM;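 active means displacement of at least 50% at 20 µM, with a fluorescence ratio check between 0.3 and a set limit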;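 further: plate controls were Siah plus tracer with DMSO for no effect and tracer alone without Siah for full effect; strong numbers were not always called active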
LYP phosphatase: inhibitors of LYP phosphatase, biochemical, fluorescence intensity, uHTS (AID 1779). Tyrosine-protein phosphatase non-receptor type 22 (Homo sapiens). recombinant LYP phosphatase, fluorescence intensity; higher % means a stronger effect. inhibition, % at 11.5 µM, or IC50 in µM where a hit was titrated. 0.054% of 290,000 active;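 further: plate controls were vehicle with enzyme for no effect and no enzyme for full effect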
P. falciparum M17LAP: P. falciparum M17LAP inhibitors, primary screen, biochemical, fluorogenic H-Leu-NHMec substrate, 1536-well (AID 1619); inhibition, % at 30 µM; hits with a dose series show IC50 in µM; recombinant M17LAP, H-Leu-NHMec fluorogenic kinetic assay; higher % means a stronger effect; 0.38% of 220,000 active; Leucine aminopeptidase (Plasmodium falciparum (isolate 3D7));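 active means compound inhibiting the enzyme by more than half at any dose during confirmatory dose-response retesting; inconclusive means strong single-dose inhibitors picked by rank but not retested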;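 further: plate controls were full reaction with DMSO carrier for no effect and no enzyme background for full effect; strong numbers were not always called active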
NOD2 inhibition: NOD2 signaling inhibitors, cell-based, luminescence, uHTS, HEK293 (AID 1566) | inhibition, % at 4 µM; hits with a dose series show EC50 in µM | 0.63% of 290,000 active | HEK293 NOD2/NF-kB luciferase reporter, luminescence; higher % means a stronger effect; further: many of its hits are not listed in these tables
CSM14.1 death rescue: rescue of cells from ER stress-induced death, primary screen, 384-well, CSM14.1, thapsigargin, ATP luminescence (AID 1222) | one-dose cellular ATP content (survival), % at 20 µM; EC50 in µM for titrated hits | CSM14.1 thapsigargin-induced death rescue, ATP luminescence; higher % means a stronger effect | 190,000 tested, under 10 active;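 active means EC50 below 50 µM in the dose-response confirmation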;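 further: death triggered by thapsigargin at about 15 µM added after 2 h compound pretreatment; cell ATP read after overnight thapsigargin exposure of roughly 18 to 22 hours; normalized against plate controls of thapsigargin alone and 5% DMSO vehicle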
M1AAP inhibition: P. falciparum M1AAP inhibitors, biochemical, fluorogenic H-Leu-NHMec substrate, 1536-well (AID 1445). Aminopeptidase N (Plasmodium falciparum (isolate 3D7)). recombinant M1AAP, H-Leu-NHMec fluorogenic kinetic assay; higher % means a stronger effect. one-dose inhibition, % at 30 µM; IC50 in µM for titrated hits. 0.42% of 220,000 active;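 active means primary inhibition above the hit cutoff, then over 50% inhibition at one or more dose response concentrations, cut at about 23% in these data, passing the limit was not always enough; inconclusive means conflicting primary data, or primary hits not chosen for dose response; inactive means low primary inhibition, or under 50% at every dose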;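 further: plate controls were DMSO full reaction for no effect and no enzyme background for full effect; strong numbers were not always called active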
AID2073: inhibitors of Mint1-CaV2.2 protein interaction, biochemical, HTRF (AID 2073); 0.19% of 290,000 active; one-dose inhibition, % at 20 µM; IC50 in µM for titrated hits; HTRF protein-protein interaction, Mint1-CaV2.2; higher % means a stronger effect; Voltage-dependent N-type calcium channel subunit alpha-1B (Homo sapiens); in the data active means inhibition mostly above about 51%, no sharp cut-off; inconclusive means no clear call, values can overlap the other calls; inactive means mostly below about 53%; further: some results filed as inactive read as strong as hits
XIAP antagonists: XIAP antagonists, biochemical, IAP family, fluorescence polarization (AID 1018). E3 ubiquitin-protein ligase XIAP (Homo sapiens). XIAP BIR domain, fluorescence polarization peptide displacement; higher % means a stronger effect. one-dose displacement, % at 20 µM; IC50 in µM for titrated hits. 0.007% of 200,000 active; in the data active means displacement above about 50%; further: a part of the inactive calls stands beside numbers as strong as those of hits
Hep lipid drop cells 6.5 µM: second read-out of Hep lipid drop, no call of its own (marks repeat the call); cell count; measured here: cell count, cytotoxicity flag;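 cells counted across two imaged fields per well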
Active calls of the source: *; ? = inconclusive; . = not tested or not shown. Unless noted, no stated cut-off is given here; in the data, active means inhibition above about 50%; inactive means the rest. The list is partial, so the mix of outcomes need not match the whole.

SMILES	Hep lipid drop	Hep lipid drop cells 6.5 µM	Siah-1 displacement	LYP phosphatase	P. falciparum M17LAP	NOD2 inhibition	CSM14.1 death rescue	M1AAP inhibition	AID2073	XIAP antagonists
Cc1ccc(OCC(=O)NNC(=O)c2cc(C)[nH]n2)cc1	4	649	6%	-10%	-6%	11%	1.7%	18%	-2%	-4.7%
O=C(CSC1=N/C(=C/c2ccc(Cl)c(Cl)c2)C(=O)N1c1ccccc1F)NC1CC1	-7	781	-2%	-5%	6%	12%	-2.2%	7%	12%	-5.8%
CC(=O)Nc1ccc(S(=O)(=O)N2CCC(C(=O)NCc3ccco3)CC2)cc1	18	668	5%	-7%	.	-8%	.	.	-6%	.
CCN(CC)c1ccc(/C=C2/C(=O)N(c3ccc([N+](=O)[O-])cc3)N=C2N2CCOCC2)cc1	.	.	2%	-3%	6%	3%	-2.1%	-7%	1%	-2.6%
Cc1cc(C)c(OCCN2CC(C)OC(C)C2)c(Br)c1 (stereo not drawn)	1	700	9%	-6%	1%	-6%	-2.5%	1%	-3%	-3.9%
Cc1ccc(NS(=O)(=O)c2ccc3c(c2)NC(=O)C(C)C(=O)N3)c(Cl)c1 (stereo not drawn)	-8	687	2%	-15%	.	15%	.	.	-1%	.
Cc1cc(C)c2c(N)c3cccc(C)c3nc2n1	-185	448	-3%	-11%	-106%	-1%	2.8%	4%	22%	-2.6%
Cc1ccc(Cn2c(SCCN3CCOCC3)nc3c2c(=O)n(C)c(=O)n3C)cc1	.	.	4%	-4%	-1%	7%	-0.2%	24%*	-8%	-3.8%
O=C(O)CCn1cc(/C=C2/NC(=S)N(c3ccccc3)C2=O)c(-c2ccccc2)n1	-4	602	-4%	-3%	34%	18%	0.3%	5%	-17%	-10%
COc1ccccc1OCCNC(=O)c1cc(F)c(F)cc1Cl	-10	734	0%	-7%	4%	3%	1.6%	-4%	-7%	-2.6%
CCOC(=O)N1CCN(S(=O)(=O)c2ccc3c(c2)CC(C)N3C(=O)C2CC2)CC1 (stereo not drawn)	15	741	-3%	-10%	.	29%	.	.	1%	.
OC(CN1CCOCC1)Cn1c2ccccc2c2ccccc21 (stereo not drawn)	-9	812	-2%	-5%	.	-14%	.	.	34%	.
CCOC(=O)CSc1nc2c(sc(=S)n2-c2ccccc2)c(=O)[nH]1	-4	754	-8%	4%	36µM*	10%	0.3%	8%	-12%	-6.0%
CC1(Cc2ccc3c(c2)OCO3)NC(=O)NC1=O (stereo not drawn)	.	.	2%	-4%	-6%	-8%	-0.8%	-1%	3%	-2.5%
CCOC(=O)c1c(C)sc2c1N(C(=O)CCl)c1cc(Cl)ccc1S2	.	.	5%	0%	6%	6%	-0.9%	6%	16%	-2.8%
COc1ccc2oc(=O)c(-c3ccccc3C(=O)N3CCOCC3)cc2c1	-4	625	-3%	-5%	-99%	-3%	-3.4%	5%	9%	1.4%
Cc1cccc(Cl)c1NC(=S)N1CCN(c2ccc([N+](=O)[O-])cn2)CC1	27	717	0%	-4%	11%	2%	.	8%	-33%	.
CCOc1ccc2[nH]c(=O)c(CN(Cc3ccco3)C(=O)c3ccc(Br)cc3)cc2c1	.	.	-1%	-4%	10%	8%	4.0%	2%	0%	-0.9%
CN(C)S(=O)(=O)c1ccc(C(=O)NCCN=C2NS(=O)(=O)c3ccccc32)cc1	-3	785	4%	-6%	.	3%	.	.	-9%	.
Cn1c(=O)cc(SCC(=O)NCCCN2CCN(c3ccccc3F)CC2)c2ccccc21	.	.	-1%	-2%	5%	13%	-0.5%	7%	12%	0.2%
CC1CC(C)CN(C(=O)CSc2nnc(-c3ccc(F)cc3)o2)C1 (stereo not drawn)	.	.	-4%	-2%	7%	22%	-1.4%	2%	-14%	-0.5%
COc1cc(NC(=O)/C=C/c2ccccc2[N+](=O)[O-])cc(OC)c1	-1	623	-3%	2%	-3%	-15%	-3.3%	4%	-10%	-12%
O=C(CCCNC(=O)/C(=C\c1ccc(F)cc1)NC(=O)c1ccccc1)OCc1ccccc1	.	.	1%	4%	-3%	2%	11%	5%	-4%	3.6%
O=c1c2c([N+](=O)[O-])cc([N+](=O)[O-])cc2sn1-c1ccc(Br)cc1	-41	676	-9%	-9%	-20%	10%	-1.1%	9%	39%	-6.3%
CC(C)(C)c1cc(CCC(=O)NCc2ccccn2)cc(C(C)(C)C)c1O	1	781	6%	-7%	.	11%	.	.	-2%	.
CCOc1ccc(CCNC(=O)c2cccc(C#N)c2)cc1OCC	-4	684	-5%	-4%	3%	-3%	-0.5%	9%	-7%	-9.3%
CCCNC(=O)c1ccc(N2CCC3(CC2)CC(c2ccccc2)=NO3)c(NC(=O)c2cccc(C)c2)c1	20	853	-1%	-2%	.	12%	.	.	17%	.
CC(=O)c1ccc(-n2nnnc2SCC(=O)NC2CCCCC2)cc1	-3	800	-2%	-11%	.	8%	.	.	-17%	.
Cn1c(=O)cc(OCCCC(=O)Nc2ccccn2)c2ccccc21	.	.	-1%	-3%	7%	-9%	0.6%	7%	32%	2.8%
COc1ccc(CC(=O)Nc2cccc(C(=O)O)c2C)cc1	4	621	-4%	-7%	24%	15%	6.4%	16%	7%	-4.9%
Cn1ncc(Br)c1C(=O)NC1CCCCC1	-5	806	-2%	-13%	.	-4%	.	.	-1%	.
COc1ccc(C2=NOC(CNC(N)=S)C2)cc1 (stereo not drawn)	-2	700	5%	-6%	11%	-47%	-1.4%	3%	1%	-8.6%
Cc1ccc2c(c1)c(=O)c1c3n2CCN(C(=O)CCl)C3CC1 (stereo not drawn)	7	842	2%	-6%	8%	43%	14%	11%	15%	0.3%
CCOc1cc(/C=C2\N=C(SC(C)C(N)=O)N(c3ccc(OC(F)F)cc3)C2=O)ccc1O (stereo not drawn)	-2	795	-1%	-2%	.	-10%	.	.	-2%	.
C/C(=N\NC(=O)c1ccccn1)C12CC3CC(CC(C3)C1)C2	.	.	-2%	-6%	-4%	-30%	-0.7%	-6%	16%	-5.3%
CC(NC(=O)NCC1CCCO1)(C(F)(F)F)C(F)(F)F (stereo not drawn)	0	630	9%	-4%	2%	11%	-0.2%	4%	6%	-0.7%
CCOc1ccc(NC(=O)C2=C(C)NC(=S)NC2c2ccc(O)c(OC)c2)cc1 (stereo not drawn)	0	724	4%	2%	3%	18%	-1.1%	-5%	-12%	0.1%
Cc1onc(-c2ccccc2)c1C(=O)N1CCC(C)CC1	10	723	35%	-6%	-2%	17%	1.9%	-4%	10%	0.7%
O=C(Nc1cccc(O)c1)c1c(O)c2ccccc2[nH]c1=O	-5	790	-2%	-14%	.	-132%	.	.	12%	.
CCOC(=O)C1=C(c2ccccc2)Nc2ncnn2C1c1cc(OC)cc(OC)c1OC (stereo not drawn)	.	.	0%	-1%	-5%	9%	-0.1%	17%	8%	-3.8%
CC(NC(=O)c1ccco1)C(c1cccs1)N1CCN(c2ccccc2)CC1 (stereo not drawn)	2	726	2%	3%	-31%	2%	-2.5%	4%	-6%	-4.7%
CCN(CC)c1ccc(NC(=O)Nc2cccc3ccccc23)cc1	.	.	-9%	-7%	.	-23%	.	.	-28%	.
O/N=C/c1ccnc(SCc2ccccc2)n1	1	701	-3%	-6%	2%	18%	.	5%	0%	.
Cc1cc(C)c(C#N)c(N2CCCC(C(N)=O)C2)n1 (stereo not drawn)	.	.	0%	-6%	-56%	16%	2.0%	5%	3%	-4.3%
NC1(N)OC(CN2C(=O)c3ccccc3C2=O)CS1 (stereo not drawn)	.	.	8%	-1%	6%	1%	-0.1%	2%	9%	-22%
Cc1nc(N2CCN(C(=O)c3ccco3)CC2)[nH]c(=O)c1C	4	839	7%	-10%	.	4%	.	.	-2%	.
CCOC(=O)c1c(C)[nH]c(C)c1S(=O)(=O)NCC1CCN(Cc2cccc(F)c2)CC1	-55	690	18%	-9%	.	-42%	.	.	6%	.
CCC1(c2ccc(F)cc2)NC(=O)N(CC(=O)NCc2ccc(F)cc2)C1=O (stereo not drawn)	-1	845	-4%	-6%	.	-26%	.	.	20%	.
Cc1ccc(NC(=O)CC2C(=O)NC3CCCCC3N2C(=O)c2ccc(F)cc2)cc1C (stereo not drawn)	-1	744	-2%	-1%	11%	-28%	-2.9%	1%	11%	-6.3%
CC1CC(C)CN(CCCNC(=O)c2ccc3c(c2)N(Cc2ccccc2)C(=O)c2ccccc2S3=O)C1 (stereo not drawn)	-7	674	-2%	-11%	.	-38%	.	.	4%	.
CCOC(=O)[C@@H]1[C@H]2COc3ccc(Br)cc3[C@@H]2N2C(=O)N(c3cccc(F)c3)C(=O)[C@@]12C	-2	814	-1%	-7%	.	-11%	.	.	-6%	.
COC(=O)c1ccc([N+](=O)[O-])c(CS(=O)(=O)c2ccc(Cl)cc2)c1	2	810	4%	-10%	.	17%	.	.	6%	.
COc1cccc(OCc2cc(C(=O)N3CCN(C4CCCCC4)C(=O)C3)no2)c1	-2	750	5%	-10%	.	8%	.	.	-5%	.
Cc1oc(-c2ccccc2F)nc1CN1CCC(C(=O)NCc2cccs2)CC1	.	.	0%	-2%	6%	10%	-1.4%	9%	3%	-7.2%
Cc1cc(C(=O)OC(C(=O)Nc2ccc(C)c(Cl)c2)c2ccccc2)c(C)o1 (stereo not drawn)	1	653	10%	0%	22%	-5%	-0.1%	-1%	?	-7.5%
O=C(Cn1nnc(-c2cccs2)n1)OC1CCCCC1	4	719	5%	5%	-4%	6%	-1.2%	2%	3%	-3.8%
COc1ccc(-n2nnc3c(=O)n(CC(=O)Nc4cc(C)on4)cnc32)cc1OC	1	693	33%	-5%	10%	15%	2.4%	2%	12%	-5.5%
C[C@]12CC[C@@H]3c4ccc(O)cc4C(=O)C[C@H]3[C@@H]1CC[C@@H]2O	15	742	-1%	-8%	1%	-3%	-0.9%	-7%	0%	-6.3%

Compound activity (PubChem BioAssay)
